SSB-PriA inh = inhibitors of Klebsiella pneumoniae PriA binding to SSB C-terminal tail | AlphaScreen SSBct-PriA binding, biotinylated peptide | 430,000 tested, 0.6% active | inhibition, % at 33 µM | AID 1272365; in the data active means inhibition mostly above about 37%, no sharp cut-off; inactive means mostly below about 20%;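 further: plate controls were negative control peptide for no effect and reference peptide for full effect; strong numbers were not always called active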
CCHF vOTU inh = CCHFV vOTU protease inhibition | Pep-AMC fluorescence | inhibition, % at 11.5 µM | 370,000 tested, 0.55% active | AID 651958; in the data active means inhibition above about 30%; further: 0% = vehicle wells with enzyme and 100% = no enzyme wells
TcdB GH inh = blocks C. difficile toxin B glycohydrolase activity; P18177; TcdB glycohydrolase enzymatic assay, plate reader; inhibition, % at 9.99 µM; 350,000 tested, 0.24% active; in the data active means inhibition above about 10%
BoNT-A LC inh2 = blocks Botulinum neurotoxin A light chain protease; multiplex microsphere protease substrate cleavage, flow cytometry; inhibition, % at 10 µM; 360,000 tested, 0.17% active; AID 588499; further: plate controls were buffer without enzyme for full effect and enzyme alone for no effect
Yp Topo-I inh = inhibitors of Yersinia pestis topoisomerase I | Y. pestis Topo-I cleavage product accumulation, plate reader | activity, % at 10 µM | 360,000 tested, 0.064% active | AID 504884; in the data active means activity above about 50%, passing the limit was not always enough; inconclusive means no clear call, values can overlap the other calls; further: inactives centre near 2
Anthrax LF inh2 = anthrax lethal factor protease inhibition. P15917. multiplex microsphere protease cleavage assay, LF. inhibition, % at 10 µM. 360,000 tested, 0.12% active; further: plate controls were buffer without enzyme for full effect and enzyme alone for no effect
Target sequence (P15917 whole entry, looked up): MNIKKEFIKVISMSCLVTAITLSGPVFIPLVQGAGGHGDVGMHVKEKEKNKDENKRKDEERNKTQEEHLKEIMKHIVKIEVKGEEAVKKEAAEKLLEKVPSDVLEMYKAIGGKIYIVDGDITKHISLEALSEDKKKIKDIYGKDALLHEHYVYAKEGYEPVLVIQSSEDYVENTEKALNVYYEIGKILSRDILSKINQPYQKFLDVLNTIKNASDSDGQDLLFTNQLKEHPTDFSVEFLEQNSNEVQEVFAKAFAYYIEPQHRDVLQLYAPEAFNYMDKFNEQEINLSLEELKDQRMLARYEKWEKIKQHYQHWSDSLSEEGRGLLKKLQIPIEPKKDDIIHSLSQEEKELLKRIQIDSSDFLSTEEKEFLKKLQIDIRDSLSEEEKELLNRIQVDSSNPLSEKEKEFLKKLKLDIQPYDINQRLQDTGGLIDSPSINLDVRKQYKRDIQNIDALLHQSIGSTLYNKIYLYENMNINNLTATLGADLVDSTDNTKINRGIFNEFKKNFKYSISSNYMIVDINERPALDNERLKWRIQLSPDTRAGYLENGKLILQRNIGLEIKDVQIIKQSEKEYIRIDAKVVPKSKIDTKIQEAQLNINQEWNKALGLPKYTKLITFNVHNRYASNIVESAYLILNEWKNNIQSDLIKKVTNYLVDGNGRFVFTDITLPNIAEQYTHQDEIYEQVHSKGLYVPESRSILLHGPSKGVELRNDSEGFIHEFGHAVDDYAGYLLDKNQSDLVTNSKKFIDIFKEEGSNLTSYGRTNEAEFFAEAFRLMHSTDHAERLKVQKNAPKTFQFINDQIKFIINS
3CLpro inhibitor = SARS-CoV 3CLpro protease inhibition; 290,000 tested, 0.14% active; P0C6X7; recombinant SARS-CoV 3CLpro, quenched FRET peptide cleavage; inhibition, % at 6 µM; AID 1706; in the data active means inhibition above about 12%
VHR inh abs = inhibitors of human VHR1 phosphatase (DUSP3). AID 1654. 290,000 tested, 0.52% active. P51452. recombinant VHR phosphatase, pNPP absorbance. inhibition, % at 13.3 µM; in the data active means inhibition above about 50%; further: some compounds called inactive have numbers as strong as hits
Target sequence (P51452 whole entry, looked up): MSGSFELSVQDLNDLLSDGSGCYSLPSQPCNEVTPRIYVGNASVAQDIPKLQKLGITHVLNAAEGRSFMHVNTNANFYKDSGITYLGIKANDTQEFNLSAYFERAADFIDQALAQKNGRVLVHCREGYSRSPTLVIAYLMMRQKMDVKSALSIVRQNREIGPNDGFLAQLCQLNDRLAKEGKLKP
BH1578 lux ind = quorum light induction in luxS cqsA deficient V. cholerae; activation, % at 18.7 µM; 350,000 tested, 0.16% active; V. cholerae BH1578 lux reporter, luminescence, 6 h; AID 588436; in the data active means activation mostly above about 9.7%, no sharp cut-off; inconclusive means no clear call, values can overlap the other calls; inactive means mostly below about 3.7%; further: not every result past the cut was called active; inactives centre near 0; reference of the scale not given here
PfHsp40 yeast = compounds rescuing yeast from Plasmodium falciparum HSP40 toxicity. 340,000 tested, 0.68% active. growth rescue, % at 12.5 µM. S. cerevisiae expressing PfHsp40, growth rescue, ATP luminescence; in the data active means growth rescue above about 28%, passing the limit was not always enough; inconclusive means no clear call, values can overlap the other calls;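 further: yeast W303a lacking pdr1 and pdr3 grown in galactose medium; growth measured after three days at 30 °C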
* = called active by the depositor; i = inactive; ? = inconclusive; / = not tested or not shown; & = joins results of further samples. Unless noted, no stated cut-off is given here; in the data, active means inhibition above about 30%; inconclusive means no clear call, values can overlap the other calls; inactive means below that. An excerpt. The share of hits here may be higher or lower than overall.

item	molecule	SSB-PriA inh	CCHF vOTU inh	TcdB GH inh	BoNT-A LC inh2	Yp Topo-I inh
1	COc1ccc([C@H]2CC(=O)C=C(c3cccc(C(C)C)c3)C2)cc1	-28	0	-1.0	0.2	32
2	NC1=NC[C@H](Cc2ccccc2)N1CC1CCCCC1	3	-7	0.8	-1.3	9
3	CCOC(=O)C1=C(C)OC(N)=C(C#N)C1c1cc2c(cc1[N+](=O)[O-])OCO2 (stereo not given)	-7	17	-7.1	0.8	-9
4	O=C(NCc1ccccn1)C(=O)Nc1nc(-c2ccccc2)cs1	1	16	-0.2	0.5	4
5	CN(CCCn1ccc(NC(=O)OCc2ccccc2)nc1=O)CCc1ccccn1	/	8	-0.3	-0.3	4
6	O=C(Cc1cccc2ccccc12)Nc1ccccc1	-5	3	-0.4	1.1	8
7	O=[N+]([O-])c1ccc(CSCc2ccc([N+](=O)[O-])cc2)cc1	-3	17	1.0	-0.8	5
8	Cc1cc2c(cc1C)N(Cc1ccccc1)C1=NCCCN12	-2	5	-0.3	-0.2	7
9	CCCCc1ccc(NC(=O)CSc2nc(=O)n(CCN(C)C)c3c2CCC3)cc1	10	5	0.3	0.4	-2
10	COc1ccc(Cc2nnc(NS(=O)(=O)c3ccc(NC(C)=O)cc3)s2)cc1	3	8	-0.1	-0.2	6
11	CCOc1ccc2oc(C(=O)Nc3ccc(C)cn3)c(C)c2c1	/	9	1.7	-0.3	-7
12	CC(C)n1c(/C=C/[C@@H](O)C[C@@H](O)CC(=O)O)c(-c2ccc(F)cc2)c2ccccc21	-9	3	-0.4	0.5	5
13	CC(=O)Nc1ccc(S(=O)(=O)N(C)CC(=O)NC2=NCCS2)cc1	12	3	/	0.5	-10
14	CCCCN1C(=O)/C(=C2/C=CC=CN2C)SC1=S	8	-2	/	26	-8
15	Cc1cc([N+](=O)[O-])ccc1NS(=O)(=O)c1ccccc1	9	18	2.8	0.5	4

item	Anthrax LF inh2	3CLpro inhibitor	VHR inh abs	BH1578 lux ind	PfHsp40 yeast
1	-6	/	/	7.1	3.4
2	-4	/	/	i	-1.4
3	-2	-7	20	0.1	2.0
4	-7	2	35	i	1.0
5	-7	/	/	i	/
6	0	/	/	-0.6	5.7
7	-5	/	/	/	-1.6
8	-2	0	25	i	-0.7
9	-4	/	/	-2.3	-0.6
10	2	-5	35	-0.4	1.6
11	-1	/	/	-0.4	/
12	1	2	-6	-0.3	?
13	0	-5	32	0.3	-0.6
14	23	2	12	i	0.0
15	-2	/	/	-0.8	0.1

Further entries follow.
item	molecule	SSB-PriA inh	CCHF vOTU inh	TcdB GH inh	BoNT-A LC inh2	Yp Topo-I inh
16	Cc1nc(Cl)sc1C(=O)Nc1ccc(Cl)cc1	-9	4	5.5	0.4	2
17	Cc1ccc(/C=C/S(=O)(=O)NCC(=O)OCC(=O)Nc2ccc(C(N)=O)cc2)cc1	-13	2	1.3	0.2	10
18	COc1cc(Cl)c(C)cc1NC(=O)CCCn1c(=O)oc2ccccc21	-9	-9	0.5	0.9	-3
19	CCO/C(C)=N/n1c2nc3ccccc3nc2c2c(=O)n(Cc3ccccc3Cl)c(C)nc21	/	5	/	-0.6	2
20	CC1CCCN(C(=O)/C(=C/c2ccco2)NC(=O)c2ccccc2)C1 (stereo not given)	6	14	-1.5	0.3	13
21	COc1cc(OC)cc(-c2cc3nc(C)c(CCC(=O)O)c(C)n3n2)c1	-10	-6	0.8	0.1	1
22	O=C(Cn1cc(-c2ccccn2)nn1)NS(=O)(=O)c1cccc(OC(F)F)c1	/	6	0.7	0.1	6
23	COC(=O)c1ccc(NC(=O)CCS(=O)(=O)c2ccc(Br)cc2)cc1	8	7	0.7	0.2	2
24	CC(C)Cc1ccc(C(C)C(=O)N2CCOCC2)cc1 (stereo not given)	-15	-5	0.0	?	9
25	CC(C(=O)NCC1CCCO1)n1cccc1C(=O)c1ccccc1 (stereo not given)	-5	4	/	0.2	7
26	COC(=O)Cc1[nH]nc2c1C1(CCSCC1)C(C#N)=C(N)O2	-13	8	-1.3	-0.3	0
27	O=C(NC1CCCCCCC1)c1cc(-c2ccccn2)nc2ccccc12	1	0	/	-0.7	4
28	Cc1ccc(-c2nn(CC(=O)N(C)C)c(=O)c3ccccc23)cc1S(=O)(=O)N(C)C	-9	-8	/	-0.4	2
29	COc1ccc(/C=C(/NC(=O)c2ccc(C)cc2)C(=O)NCC2CCCO2)cc1 (stereo not given)	-2	2	0.5	-0.6	4
30	CCCC(/C=C/c1ccc(OC(C)=O)cc1)=C1/c2ccccc2C(=O)N1c1ccccc1	-45	11	-3.3	0.3	-8

item	Anthrax LF inh2	3CLpro inhibitor	VHR inh abs	BH1578 lux ind	PfHsp40 yeast
16	-1	-1	-17	-0.6	1.4
17	-6	/	/	-0.7	-0.4
18	0	-8	2	-0.2	2.8
19	-4	1	15	3.4	-0.7
20	16	-3	14	i	-0.1
21	7	-5	25	-0.1	-0.1
22	-2	/	/	-0.7	/
23	0	2	23	-0.3	-1.3
24	0	-2	-4	0.7	0.6
25	-3	5	5	-2.1	-1.1
26	-3	-9	-5	i	-1.5
27	-4	-3	20	i	0.5
28	-4	5	-23	-1.1	-0.8
29	-11	0	15	-0.3	-1.8
30	-7	/	/	-0.6	4.0

Remaining list, next part
item	molecule	SSB-PriA inh	CCHF vOTU inh	TcdB GH inh	BoNT-A LC inh2	Yp Topo-I inh
31	CCCn1c(N)c(C(=O)CSc2nnc(-c3c[nH]c4ccccc34)n2C2CC2)c(=O)[nH]c1=O	3	-2	1.0	0.4	12
32	CN(CC(=O)Nc1nc2ccccc2s1)S(=O)(=O)c1ccc(Cl)cc1	9	3	/	-0.7	-5
33	CC1CCC(NC(=O)COc2ccc(C(=O)c3ccccc3)cc2)CC1 (stereo not given)	-7	-1	-5.3	0.5	7
34	Cc1nc2cccc(C)n2c(=O)c1Cl	-2	10	/	-0.1	-8
35	COc1ccccc1CC1(C)NC(=O)N(CC(=O)N2CC(C)OC(C)C2)C1=O (stereo not given)	2	14	/	-0.3	5
36	CC1(C(=O)NS(=O)(=O)c2cccc(F)c2)CCN1C(=O)Cc1ccc(-c2ccccc2)cc1 (stereo not given)	/	14	0.1	-0.4	14
37	C(=C\c1ccccc1)/CN1CCN(C(c2ccnc3ccccc23)c2nnnn2C2CCCCC2)CC1 (stereo not given)	/	15	1.7	0.3	/
38	CC(OC(=O)CNC(=O)c1ccc2c(c1)OCO2)C(=O)NCCC1=CCCCC1 (stereo not given)	-11	5	/	-0.2	2
39	CCN1C[C@@H]2[C@@H]3C(=O)N(Cc4ccccc4)C(=O)[C@@H]3[C@](C)(C1=O)N2C(=O)c1ccc(Cl)c(Cl)c1	4	6	1.3	-0.5	25
40	Cc1ccccc1N1C(=O)[C@@H]2Cc3ccccc3CN2C1=O	-7	-5	/	?	1
41	Cc1cccc2nc(CSc3nc4ccc([N+](=O)[O-])cc4[nH]3)cn12	2	0	-1.4	0.2	-1
42	CCc1cc(=O)oc2cc(OCC(=O)N3CCC[C@H]3C(=O)O)ccc12	-2	-5	-1.2	-1.4	-1
43	COc1cc(OC)cc(C(=O)N2CCN(Cc3ccc4c(c3)OCO4)CC2)c1	-4	-12	0.6	-0.6	14
44	CCCCC(=O)Nc1ncc2c(n1)CC(C)(C)CC2=O	-15	3	/	0.0	4
45	Cc1nnc(SCc2ccccc2C#N)n1-c1ccccc1	8	5	/	-0.2	6

item	Anthrax LF inh2	3CLpro inhibitor	VHR inh abs	BH1578 lux ind	PfHsp40 yeast
31	-3	/	/	3.3	-2.0
32	-1	7	27	i	-0.5
33	-1	-2	-5	-0.2	1.2
34	-2	-2	17	-12	0.4
35	-6	-1	29	i	-1.4
36	0	/	/	-0.3	/
37	-3	/	/	/	/
38	2	1	10	i	-2.0
39	2	/	/	-0.6	-0.8
40	-6	0	22	i	-0.7
41	-2	2	33	-1.5	-0.8
42	-4	-4	21	-0.4	-0.8
43	5	-1	-7	i	-0.5
44	-1	-3	15	i	16
45	-2	-6	0	-0.3	1.1

Exported in transposed form: 3 of the compounds above.
#41 Cc1cccc2nc(CSc3nc4ccc([N+](=O)[O-])cc4[nH]3)cn12
#42 CCc1cc(=O)oc2cc(OCC(=O)N3CCC[C@H]3C(=O)O)ccc12
#43 COc1cc(OC)cc(C(=O)N2CCN(Cc3ccc4c(c3)OCO4)CC2)c1
entry no. | 41 | 42 | 43
SSB-PriA inh | 2 | -2 | -4
CCHF vOTU inh | 0 | -5 | -12
TcdB GH inh | -1.4 | -1.2 | 0.6
BoNT-A LC inh2 | 0.2 | -1.4 | -0.6
Yp Topo-I inh | -1 | -1 | 14
Anthrax LF inh2 | -2 | -4 | 5
3CLpro inhibitor | 2 | -4 | -1
VHR inh abs | 33 | 21 | -7
BH1578 lux ind | -1.5 | -0.4 | i
PfHsp40 yeast | -0.8 | -0.8 | -0.5

Later entries:
item	molecule	SSB-PriA inh	CCHF vOTU inh	TcdB GH inh	BoNT-A LC inh2	Yp Topo-I inh
46	COCc1cc(=O)n2[nH]c(C(C)(C)C)cc2n1	-10	-10	0.4	-1.3	0
47	Cn1cccc1C(=O)OCC(=O)Nc1ccc2c(c1)OCO2	-1	-3	1.1	0.3	-3
48	Cc1ccc(NCc2ccncc2)c(Br)c1	2	-10	-0.1	0.7	2
49	COC(=O)NCC1(C)CC(NC(=O)OC)CC(C)(C)C1 (stereo not given)	0	-8	/	-2.6	2
50	COc1cc(OC)c2c(c1)C(=O)OC2OC (stereo not given)	-1	15	0.1	-0.4	7
51	COCCN(C(=O)CCc1nnc(Cc2c[nH]c3ccccc23)o1)C(C)C	1	10	0.1	0.8	14
52	O=C(c1ccncc1)N1CCN(C(=O)c2ccncc2)CC1	-13	-13	-0.5	-0.9	-5
53	C=CCOc1c(Br)cc(C2NC(=O)NC(C)=C2C(C)=O)cc1OCC (stereo not given)	0	-10	/	2.8	2
54	C=CCOC(=O)C1=C[C@@H](c2coc3ccccc3c2=O)C[C@@H](OCc2ccc(CO)cc2)O1	-4	13	0.7&-0.7	-0.1	12
55	CC(c1ccco1)N(C(=O)c1ccccc1NS(=O)(=O)c1ccc(Cl)cc1)c1ccccn1 (stereo not given)	2	-5	-0.8	-0.9	7

item	Anthrax LF inh2	3CLpro inhibitor	VHR inh abs	BH1578 lux ind	PfHsp40 yeast
46	-1	0	5	-0.8	-0.9
47	-4	4	17	i	1.5
48	-2	-1	-22	-1.3	0.0
49	9	-3	9	-0.4	-0.5
50	-4	5	21	i	0.1
51	18	-1	39	i	0.0
52	-5	-7	7	-0.2	-1.4
53	-2	-6	41	2.7	-0.6
54	2	1	12	i	1.6
55	-1	-1	34	0.4	-0.7

Structural class: those above with bromine
item	molecule	SSB-PriA inh	CCHF vOTU inh	TcdB GH inh	BoNT-A LC inh2	Yp Topo-I inh
23	COC(=O)c1ccc(NC(=O)CCS(=O)(=O)c2ccc(Br)cc2)cc1	8	7	0.7	0.2	2
48	Cc1ccc(NCc2ccncc2)c(Br)c1	2	-10	-0.1	0.7	2
53	C=CCOc1c(Br)cc(C2NC(=O)NC(C)=C2C(C)=O)cc1OCC (stereo not given)	0	-10	/	2.8	2

item	Anthrax LF inh2	3CLpro inhibitor	VHR inh abs	BH1578 lux ind	PfHsp40 yeast
23	0	2	23	-0.3	-1.3
48	-2	-1	-22	-1.3	0.0
53	-2	-6	41	2.7	-0.6
